# Compound activity deposited in PubChem BioAssay by several laboratories.
# Hep lipid drop – hepatic lipid droplet formation modulation | AML12 mouse hepatocytes, oleate lipid droplets, BODIPY imaging | inhibition, % at 6.5 µM | hit rate 0.4% among 240,000;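 active = lipid droplet intensity inhibited by at least 50%, with more than 500 cells counted; inconclusive = wells with under 300 cells, treated as cytotoxic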
#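 material = mouse AML12 hepatocyte cell line, fixed after treatment | also added = 100 µM oleic acid challenge | doses = compound at 6.5 µM only | schedule = overnight exposure | technique = Image-based BODIPY and DAPI two-channel analysis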
# MT stabilizer – microtubule stabilizers in HeLa cells. HeLa tubulin immunostaining HCS, 24 h; share of cells brighter than vehicle mean+2SD. % tubulin-high responders, % at 10 µM. hit rate 0.83% among 200,000. AID 2205;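 active = plate Z-score above 3 for both tubulin-high and condensed-nucleus cell shares, with cell loss under 80%, at 10 µM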;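 also: anti alpha tubulin signal scored within the nucleus-defined area of each cell; some results filed as inactive read as strong as hits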
# M17LAP inhibition – P. falciparum M17LAP inhibitors, primary screen, biochemical, fluorogenic H-Leu-NHMec substrate, 1536-well (AID 1619) | hit rate 0.38% among 220,000 | recombinant M17LAP, H-Leu-NHMec fluorogenic kinetic assay; higher % means a stronger effect | inhibition, % at 30 µM, or IC50 in µM where a hit was titrated;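 active = compound inhibiting the enzyme by more than half at any dose during confirmatory dose-response retesting; inconclusive = strong single-dose inhibitors picked by rank but not retested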;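 also: plate controls were full reaction with DMSO carrier for no effect and no enzyme background for full effect; strong numbers were not always called active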
# M1AAP inhibition – malaria alanyl aminopeptidase activity blockers – biochemical, fluorogenic H-Leu-NHMec substrate, 1536-well (AID 1445). recombinant M1AAP, H-Leu-NHMec fluorogenic kinetic assay; higher % means a stronger effect. one-dose inhibition, % at 30 µM; IC50 in µM for titrated hits. hit rate 0.42% among 220,000;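 active = primary inhibition above the hit cutoff, then over 50% inhibition at one or more dose response concentrations, cut at about 23% in these data, passing the limit was not always enough; inconclusive = conflicting primary data, or primary hits not chosen for dose response; inactive = low primary inhibition, or under 50% at every dose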;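 also: plate controls were DMSO full reaction for no effect and no enzyme background for full effect; strong numbers were not always called active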
# Autophagy mod – modulators of autophagy; MEF GFP-LC3 puncta imaging; test concentration mostly 10 µM; AID 463193; hit rate 0.98% among 190,000; calls only at 10 µM (by protocol);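 active = percentage of spot-positive cells more than 3 SD above its plate mean, without a fluorescence outlier flag or 80% toxicity; inconclusive = no clear call, values can overlap the other calls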;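 also: spot-positive cell cutoff set from DMSO-treated cells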
# Yfh1-off respiration – mitochondrial function rescue without frataxin homolog – Friedreich's ataxia, plus single-dose screen, dose response (AID 1465); S. cerevisiae Yfh1-off respiration, WST-1 reduction, 72 h; higher fold induction means a stronger effect; hit rate 0.074% among 220,000; fold induction at 50 µM; hits with a dose series show EC50 in µM;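 active = fold induction of absorbance versus untreated yeast above a set limit, then at least 30% activation at any dose in follow-up; inconclusive = repeats straddling the limit, or above it without dose testing; inactive = fold induction below the set limit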;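 also: activators that raise dye reduction in frataxin-depleted yeast; strong numbers were not always called active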
# Dynein cargo inh – dynein cargo transport inhibition; 3617.4 mouse cells, GR-EGFP nuclear translocation imaging; test concentration mostly 20 µM; stimulated with dexamethasone, 1 µM; stronger effect = lower value; z-score, hits read low; hit rate 0.47% among 220,000;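 active = plate z-score of nuclear minus cytoplasmic receptor signal below a set negative limit, without overly bright fluorescence or cell loss, cut at about -3.5 in these data, passing the limit was not always enough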;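 also: z-score of nuclear minus cytoplasmic ring GR-EGFP intensity difference per well; some compounds called inactive have numbers as strong as hits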
#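 Also added: dexamethasone, 1.0 µM final. Medium: tet-free, stripped-serum medium. Detection: fixed, Hoechst-stained cells imaged at 10x for EGFP. Read-out: nuclear-to-cytoplasmic GR-EGFP distribution per well. Times: induction 48 h, compound 1 h, agonist 30 min.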
# CSM14.1 death rescue – protection against thapsigargin-triggered cell killing – 384-well, CSM14.1, ATP luminescence, primary screen (AID 1222) | CSM14.1 thapsigargin-induced death rescue, ATP luminescence; higher % means a stronger effect | cellular ATP content (survival), % at 20 µM, or EC50 in µM where a hit was titrated | 190,000 tested, under 10 active;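 active = EC50 below 50 µM in the dose-response confirmation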;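 also: death triggered by thapsigargin at about 15 µM added after 2 h compound pretreatment; cell ATP read after overnight thapsigargin exposure of roughly 18 to 22 hours; normalized against plate controls of thapsigargin alone and 5% DMSO vehicle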
# Insulin prom up – MIN6 insulin promoter up-regulation. MIN6 insulin promoter-GFP reporter, high-content imaging; stronger effect = higher value. z-score at 5 µM. hit rate 0.3% among 190,000. AID 1625;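 active = z-score above 3 at 5 µM with at least 500 cells counted in the well; inconclusive = wells under 500 cells, flagged as cytotoxic or low count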
# Dynein cargo inh cytoplasmic EGFP – also measured in Dynein cargo inh; calls as there; z-score; measured here: cytoplasmic GR-EGFP intensity; stronger effect = higher value
# Dynein cargo inh nuclear GR-EGFP – also measured in Dynein cargo inh; calls as there; z-score; measured here: nuclear GR-EGFP intensity;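 lower value marks the stronger effect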
# Dynein cargo inh cell count – recorded beside Dynein cargo inh, whose call it bears; z-score; measured here: cell count per field
# Insulin prom up cell count – second read-out of Insulin prom up, no call of its own (marks repeat the call); cell count; measured here: cytotoxicity, nuclei count;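 total cells summed across four imaged fields per well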
# Hep lipid drop cells 6.5 µM – recorded beside Hep lipid drop, whose call it bears; cell count; measured here: cell count, cytotoxicity flag;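 cells counted across two imaged fields per well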
# MT stabilizer Hoechst-high % – recorded beside MT stabilizer, whose call it bears; % Hoechst-high responders; measured here: nuclear condensation Hoechst responders;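 share of cells brighter than vehicle mean plus two SD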
# MT stabilizer cytotoxicity % – further read-out of MT stabilizer, marked with its call; toxicity, %; measured here: cytotoxicity by cell density;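 0% = mean cell density of plate MIN control wells and 100% = no cells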
# Autophagy mod cell loss 18 h – second read-out of Autophagy mod, no call of its own (marks repeat the call); toxicity, %; measured here: cell loss, nuclei count;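 cell loss after 18 h compound exposure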
# Starred values were filed as active, the others as inactive; i = inactive; ? = inconclusive; / = no result given.
SMILES,Hep lipid drop,Hep lipid drop cells 6.5 µM,MT stabilizer,MT stabilizer Hoechst-high %,MT stabilizer cytotoxicity %,M17LAP inhibition,M1AAP inhibition,Autophagy mod,Autophagy mod cell loss 18 h,Yfh1-off respiration,Dynein cargo inh,Dynein cargo inh cytoplasmic EGFP,Dynein cargo inh nuclear GR-EGFP,Dynein cargo inh cell count,CSM14.1 death rescue,Insulin prom up,Insulin prom up cell count
COc1ccccc1NC(=O)CN1C(=O)C(C)SC(C)C1=O (centres undefined),14,699,2.0,2.2,2.6,7%,2%,i,5,i,1.1,-0.19,0.74,-1,-2.3%,-0.28,1451
CCn1c(CSCc2ccc(F)cc2)nnc1SCC(=O)NCc1ccccc1,10,793,0.8,1.1,9.3,13%,3%,i,-7,i,-0.39,-0.29,-0.2,1.1,-3.5%,/,/
Oc1ccccc1C(Nc1nccs1)c1ccc2cccnc2c1O (centres undefined),4,730,/,/,/,-1%,-9%,/,/,i,0.62,-0.16,0.21,-1.1,/,0.73,1189
Cc1ccc(C)c(CSc2ncccc2C(=O)O)c1,2,749,2.2,2.6,0.8,18%,78µM*,i,-39,i,-0.75,-0.29,0.37,0.03,-1.7%,0.25,1191
O=c1c(Cl)c(NCCO)ncn1-c1ccccc1,3,720,2.7,4.0,10.0,3%,-2%,i,2,i,0.069,1.1,0.53,0.15,-3.0%,/,/
Cc1cccc(N=C/C(C(=O)C(F)(F)F)=C(\O)c2ccco2)c1,14,644,8.7,0.8,6.3,11%,-3%,i,2,i,-0.42,-0.24,-0.39,0.29,-2.6%,-0.52,1282
COc1ccc(C2CC(c3cccs3)=NN2C(=O)CSc2nc3ccccc3o2)cc1 (centres undefined),42,662,4.1,1.3,6.5,8%,17%,i,9,i,-0.33,-0.19,-0.41,0.066,-1.1%,-1.4,1212
NC(=NCCc1c[nH]c2ccccc12)NC(=O)c1ccc(Cl)cc1,-1,720,2.0,1.6,0.8,0%,3%,i,9,i,0.35,-0.3,0.11,0.18,-1.3%,0.22,1314
O=C(NC1CCCCCC1)C(Cc1ccccc1)n1cccc1 (centres undefined),-4,709,/,/,/,4%,2%,/,/,i,-0.2,0.34,0.42,0.69,/,-0.27,1203
O=C(Nc1ccccc1-c1nc2ccccc2s1)C1=COCCO1,24,667,4.3,1.2,1.6,16%,4%,i,-1,i,-0.085,-0.31,-0.26,0.57,0.1%,-0.67,1194
Cc1ccc(CNC(=O)c2cccc(S(C)(=O)=O)c2)cc1,-8,753,2.7,1.0,6.6,3%,0%,i,-8,i,0.71,-0.2,0.64,1.1,-1.3%,0.27,909
Cc1ccc(CNC(=O)CSCc2cccc(F)c2)cc1,5,736,3.1,2.6,5.6,-1%,0%,i,17,i,0.12,-0.26,0.2,0.26,0.9%,/,/
CSc1ccc(/C=C/C(=O)N2CCCN(C)CC2)cc1,0,686,2.9,3.5,2.3,4%,5%,i,1,i,-0.35,-0.25,0.12,0.09,1.0%,-0.04,1348
Cc1ccc(C)c(C(=O)COC(=O)c2ccccc2N2C(=O)C3C4CCC(C4)C3C2=O)c1 (centres undefined),/,/,2.8,1.8,2.2,2%,10%,i,-19,i,0.31,-0.22,0.66,1.2,-2.2%,-0.27,504
CN1c2ccccc2N(C)C1c1ccc2c(c1)OCO2,-4,625,2.1,1.9,3.3,0%,0%,i,-5,i,-0.49,-0.13,-0.33,-0.18,1.9%,0.4,1886
CC1(C)Cc2c(C#N)c(N3CCN(C(=O)c4ccccc4Cl)CC3)nc(-c3ccco3)c2CS1,/,/,2.0,1.1,12,13%,?,i,-32,i,-0.55,-0.019,0.081,0.94,-0.4%,0.1,1360
COc1ccc(Nc2c3c(c(C#N)c4nc5ccccc5n24)CCC3)cc1,/,/,3.3,1.4,8.0,1%,11%,i,12,i,2.2,-0.028,1.4,-1,-0.7%,0.6,1536
COc1ccc(/C=C/C(=O)NC(=S)NCc2ccccc2)cc1OC,0,758,/,/,/,2%,7%,/,/,i,-0.55,-0.15,-0.65,0.21,/,-0.44,959
CN(C)/C=C(/C(=O)c1ccccc1Cl)S(C)(=O)=O,8,673,1.6,1.3,7.7,-4%,0%,i,-5,i,0.0067,-0.25,0.21,0.63,0.3%,/,/
CCOc1ccccc1NS(=O)(=O)c1cn(C)nc1C,1,683,4.4,1.5,3.5,0%,1%,i,14,i,1.6,-0.25,0.81,-0.84,-0.9%,-0.05,1524
CN(c1ccccc1C(=O)Nc1ccc(S(=O)(=O)N2CCOCC2)cc1)S(C)(=O)=O,-21,645,5.5,2.5,7.1,-1%,1%,i,0,i,5.8,-0.13,2.2,-2,-0.4%,-0.33,1275
O=C(NCc1cccnc1)c1nc(-c2ccc(C(F)(F)F)cc2)no1,-1,675,5.5,1.6,3.0,1%,3%,i,-28,i,-0.43,-0.25,-0.092,0.14,-0.3%,1.2,1605
O=C(COC(=O)c1cccc(S(=O)(=O)NCc2ccccc2)c1)NCC1CCCO1 (centres undefined),0,639,3.6,1.6,4.9,2%,6%,i,31,i,0.56,-0.24,-0.019,-1.2,0.4%,0.34,1207
CC(NC(=O)CCc1nnc(-c2ccc(-c3ccccc3)cc2)o1)c1nccs1 (centres undefined),-4,647,2.2,1.6,6.0,6%,-3%,i,-8,i,1,-0.19,0.36,-0.84,1.8%,-0.37,1075
CC(=O)OCCN(Cc1ccccc1)Cc1ccc2c(c1)OCO2,-10,758,1.3,1.2,9.1,-5%,2%,i,-1,i,-0.59,-0.23,-0.38,0.55,0.0%,-0.72,935

# The list continues.
SMILES,Hep lipid drop,Hep lipid drop cells 6.5 µM,MT stabilizer,MT stabilizer Hoechst-high %,MT stabilizer cytotoxicity %,M17LAP inhibition,M1AAP inhibition,Autophagy mod,Autophagy mod cell loss 18 h,Yfh1-off respiration,Dynein cargo inh,Dynein cargo inh cytoplasmic EGFP,Dynein cargo inh nuclear GR-EGFP,Dynein cargo inh cell count,CSM14.1 death rescue,Insulin prom up,Insulin prom up cell count
Cc1ccccc1Cn1ccc(-c2ccc3c(c2)OCO3)n1,/,/,1.0,1.2,4.5,-5%,0%,i,4,i,-0.42,-0.31,-0.044,0.59,6.1%,0.07,1833
Cc1cc(-c2ccccc2C(=O)NCc2ccccc2)on1,1,662,3.6,1.5,3.3,13%,5%,i,6,i,-0.53,-0.22,-0.51,-0.18,/,-0.54,1214
Cc1[nH]n(-c2ccccc2)c(=O)c1-c1ccccc1,/,/,2.2,2.3,14,-8%,3%,i,-24,i,-0.17,0.039,0.19,0.011,-1.8%,0.26,1126
COc1cccc(Oc2ccc(N)cc2)c1,-3,618,2.0,1.4,2.9,6%,10%,i,-5,i,0.16,-0.27,0.27,0.066,/,-0.44,1143
COc1ccc(C)cc1S(=O)(=O)NC1CCCCC1,/,/,1.6,1.9,14,2%,3%,i,-5,i,-0.61,-0.13,-0.25,0.093,2.2%,-0.3,1112
Cc1onc(-c2c(F)cccc2Cl)c1C(=O)N1CCN(S(C)(=O)=O)CC1,-13,678,2.1,2.5,6.0,2%,2%,i,10,i,-0.25,-0.28,-0.099,0.47,-0.4%,0.21,1485
C=CCN(CC=C)S(=O)(=O)c1ccc2nc(NC(=O)C3CCCO3)sc2c1 (centres undefined),3,598,3.0,5.7,1.5,-1%,2%,i,-4,i,-0.32,-0.31,-0.62,0.44,-0.9%,-0.15,1344
CCN(CC)S(=O)(=O)c1cccc(NC(=O)COC(=O)C2COc3ccccc3O2)c1 (centres undefined),8,475,4.6,1.9,0.5,18%,2%,i,0,i,0.059,-0.24,-0.27,0.27,-4.1%,/,/
Cn1c(=O)c2c(-c3ccccc3)n(-n3cnnc3)cc2n(C)c1=O,/,/,1.8,1.9,12,7%,1%,i,13,i,-1.1,0.0073,-0.53,0.75,-0.8%,1.3,1529
CNC(=O)c1cn(-c2ccccc2)c(=O)c2ccccc12,/,/,2.9,0.8,5.6,0%,-5%,i,-1,i,-0.28,-0.21,-0.33,0.73,-0.3%,0.5,1549
COc1ccc(C2SCCN2S(=O)(=O)c2ccc(F)cc2)cc1OC (centres undefined),7,740,2.1,1.3,6.7,-1%,0%,i,9,i,-1.1,-0.32,-0.53,0.18,-0.3%,0.06,1030
Cc1nn(Cc2ccccc2Cl)c(C)c1NC(=O)c1noc2c1CCCCC2,/,/,3.9,1.9,5.9,2%,3%,i,12,i,-0.41,-0.29,-0.33,0.28,0.9%,-1.3,1310
O=C(N/N=C/c1cc([N+](=O)[O-])ccc1Cl)c1cc(-c2ccccc2)nc2ccccc12,-1,659,/,/,/,2%,1%,/,/,i,1.2,-0.27,1.3,-1.1,/,-0.05,1101
COC(=O)CNC(=O)Cc1c(F)cccc1Cl,16,737,1.9,4.5,4.2,14%,8%,i,-5,i,-0.36,-0.28,-0.015,0.58,-2.2%,0.08,1318
C/C(CC1CC(C)(C)OC1=O)=N/Nc1nc(-c2ccccc2)cs1 (centres undefined),-6,599,6.4,2.2,12,53µM*,3%,i,36,i,-0.8,-0.22,-0.39,0.1,1.4%,0.35,1628
N#C/C(=C/c1ccc(C(=O)O)cc1)C(=O)NCc1ccccc1,4,700,2.9,1.7,6.4,2%,3%,i,14,i,0.94,-0.17,0.17,-0.87,-2.7%,-1.7,569
